High-throughput results as filed in PubChem BioAssay.
HRas wt GTP bind – human HRas wildtype GTP binding, change in either direction. GST-Ras wt beads, Bodipy-FL-GTP binding, flow cytometry; actives lie on both sides. GTP binding activity, % at 10 µM. 0.14% of 190,000 active. AID 759;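 active = GTP binding activity at least 20% away from the 100% baseline, either lowered as inhibitor or raised as activator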;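 also: 0% = unlabeled GTP competition control and 100% = no-compound control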
Target sequence (P01112 whole entry, looked up): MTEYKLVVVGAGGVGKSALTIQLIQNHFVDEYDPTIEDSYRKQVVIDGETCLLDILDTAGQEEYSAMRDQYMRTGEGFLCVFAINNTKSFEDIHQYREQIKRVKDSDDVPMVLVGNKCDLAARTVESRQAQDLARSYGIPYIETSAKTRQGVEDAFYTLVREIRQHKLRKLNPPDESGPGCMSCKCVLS
Rac1 wt modul – human Rac1 wildtype GTP binding, inhibitors and activators | 0.27% of 190,000 active | GTP binding activity (% of control), % at 10 µM | GST-Rac1 beads, fluorescent GTP binding, flow cytometry; actives lie on both sides; 0 = cold GTP competed, 100 = untreated | P63000;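 active = GTP binding activity at least 20 points away from the 100% control level, either lower or higher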
Mcl1-Noxa inh – Mcl-1/Noxa interaction inhibition. inhibition, % at 21.7 µM. TR-FRET Mcl-1/Noxa peptide binding, 2 h. Q07820. 1.5% of 220,000 active;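 active = compounds that cut the protein-peptide binding signal by more than 50% relative to plate controls in a single-dose test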;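 also: His-tagged Mcl-1 with rhodamine Noxa BH3 peptide and terbium anti-His antibody; 0% = Mcl-1 plus Noxa peptide wells and 100% = peptide-only wells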
Target sequence (Q07820 whole entry, looked up): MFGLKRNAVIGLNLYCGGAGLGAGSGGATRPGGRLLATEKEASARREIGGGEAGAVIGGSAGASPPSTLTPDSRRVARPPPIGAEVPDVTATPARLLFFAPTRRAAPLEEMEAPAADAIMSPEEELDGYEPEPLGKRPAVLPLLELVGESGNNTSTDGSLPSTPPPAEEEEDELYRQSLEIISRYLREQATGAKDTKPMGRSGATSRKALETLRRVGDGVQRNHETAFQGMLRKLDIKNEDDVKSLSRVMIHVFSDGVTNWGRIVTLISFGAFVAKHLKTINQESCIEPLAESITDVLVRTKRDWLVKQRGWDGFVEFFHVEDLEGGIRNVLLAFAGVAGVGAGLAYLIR
Avidin fluor – compound fluoresces at 488/530 nm on avidin beads. 0.38% of 220,000 active. compound fluorescence 488/530 nm, flow cytometry; active compounds read high. AID 1775. fluorescence (KMESF) at 10 µM; in the data active = fluorescence above about 47; also: inactives centre near 10
ABCG2 block – blocks JC-1 efflux by human ABCG2 transporter; IgMXP3 cells, flow cytometry; Q9UNQ0; 0.1% of 190,000 active; inhibition, % at 6.6 µM; AID 1325;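 active = inhibition above 80%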;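 also: 0% = DMSO and 100% = nicardipine control wells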
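test system = two drug-resistant human cell lines, ABCG2 and ABCB1 | amount = 3 million cells/mL final, two lines in 1:1 ratio | reagent = JC-1 transporter substrate | doses = one concentration, 6.6 µM final | incubation = 10 min at 25 °C | signal = flow cytometric JC-1 green MFI at 530 nm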
Rab2A wt mod – changes GTP binding to wildtype dog Rab2A, up or down | 0.19% of 190,000 active | AID 760 | GST-Rab2 wt beads, Bodipy-GTP binding, flow cytometry | P61105 | GTP binding activity, % at 10 µM;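 active = GTP binding activity at least 20 points away from 100%, either lowered or raised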;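 also: 0% = beads with excess unlabeled GTP and 100% = no-compound control corrected for plate trend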
Pf gamet viab – inhibitors of late stage P. falciparum gametocyte viability; 0.065% of 150,000 active; AID 743093; P. falciparum stage V gametocytes, ATP luminescence, 24 h; inhibition, % at 10.9 µM;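 active = inhibition above the mean plus 3 SD of compounds within the control limits, set per campaign, cut at about 38% in these data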;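 also: 0% = DMSO wells and 100% = medium only without gametocytes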
Rab7 wt GTP bind – alters GTP binding to wildtype dog Rab7 | 0.055% of 190,000 active | AID 758 | GST-Rab7 beads, fluorescent GTP binding, flow cytometry; actives lie on both sides; untreated = 100%, excess cold GTP = 0% | GTP binding activity (percent of control), % at 10 µM;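 active = fluorescent GTP binding to Rab7 beads changed by at least 20 points from the 100% baseline, either direction, mostly lower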;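 also: median green fluorescence of bound Bodipy-FL-GTP per Rab7 bead population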
Cdc42 wt GTP – changes GTP binding to wildtype human Cdc42 | P60953 | GST-Cdc42 beads, Bodipy-GTP binding, flow cytometry; actives lie on both sides | percent activity (GTP binding), % at 10 µM | 0.2% of 190,000 active;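 active = percent activity GTP binding at least 20 points away from the 100% baseline, either down as inhibitor or up as activator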;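 also: median bead fluorescence of bound Bodipy-FL-GTP at 100 nM; 0% = excess unlabeled GTP control and 100% = no compound control; below 100% means less GTP binding so inhibitor and above means activator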
Target sequence (P60953 whole entry, looked up): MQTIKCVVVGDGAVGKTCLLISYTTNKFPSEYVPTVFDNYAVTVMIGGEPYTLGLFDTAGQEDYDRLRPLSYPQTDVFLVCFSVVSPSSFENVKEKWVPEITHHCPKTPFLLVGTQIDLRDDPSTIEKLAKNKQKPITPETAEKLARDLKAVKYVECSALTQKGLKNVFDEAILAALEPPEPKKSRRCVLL
Rac1 act GTP bind – alters GTP binding to activated mutant human Rac1; P63000; GST-Rac1 activated beads, fluorescent GTP binding, flow cytometry; actives lie on both sides; 100% means binding = to untreated wells; percent activity (GTP binding), % at 10 µM; 0.11% of 190,000 active; AID 764;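 active = GTP binding at least 20 percentage points away from the 100% baseline, in either direction, so actives lie on both sides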
ABCB1 inh – human ABCB1 inhibition, ABCG2 as counter-screen; inhibition, % at 6.6 µM; P08183; AID 1326; CCRF-Adr cells, JC-1 efflux, flow cytometry; 0.067% of 190,000 active; in the data active = inhibition above about 40%;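 also: 0% = vehicle and 100% = reference inhibitor; higher value means more JC-1 retained so stronger ABCB1 efflux block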
* marks the source's active call; other numbers are inactive results; / = not tested or not shown.

SMILES	HRas wt GTP bind	Rac1 wt modul	Mcl1-Noxa inh	Avidin fluor	ABCG2 block	Rab2A wt mod	Pf gamet viab	Rab7 wt GTP bind	Cdc42 wt GTP	Rac1 act GTP bind	ABCB1 inh
CS(=O)(=O)N(CCc1ccccc1)CC(=O)NCc1ccccc1	101	102	6	9	3	100	24	108	95	93	0.0
CCc1sc(C(=O)Nc2ccccc2N2CCOCC2)cc1C	94	95	-1	26	4	94	24	94	96	98	0.5
OCCN1CCN(c2nc(NCc3ccco3)c3ccccc3n2)CC1	98	104	51*	5	-2	96	/	92	96	93	-0.5
Clc1ccc(-c2nnc3sc(-c4ccccn4)nn23)cc1	100	104	8	35	6	99	/	97	102	99	0.8
Cc1ccc(C(=O)N/C(=C\c2cccs2)C(=O)NC2CCCCC2)cc1	102	103	-3	38	0	101	14	101	103	102	0.1
Cc1cccn2c(=O)c(/C=C(\C#N)C(=O)NCc3ccco3)c(N3CCCCC3)nc12	99	101	10	16	-5	98	-8	98	99	100	-0.1
O=C(COC(=O)c1cccc(C(=O)OCC(=O)NC2CCCCC2)n1)NC1CCCCC1	96	97	-1	12	1	96	/	96	98	96	0.1
O=c1c2c(nc3cc(-c4ccc(Cl)cc4)[nH]n13)CCS2	93	93	39	11	10	91	-14	94	98	94	0.1
COc1ccc(-c2csc(Nc3ccc(C)cn3)n2)cc1	93	95	17	11	1	95	15	99	96	96	-1.0
CCCc1nc2ccccc2c(C(=O)OCC(=O)Nc2cccc(S(=O)(=O)N3CCOCC3)c2)c1CC	100	103	-15	12	0	100	/	100	101	100	1.6
COc1cc(CC(=O)OCC(=O)c2ccc3c(c2)OCCO3)cc(OC)c1OC	100	101	18	13	1	97	/	97	99	96	-0.1
COc1cc(OC)cc(C(=O)NNC(=O)c2ccc(S(=O)(=O)N3CC(C)OC(C)C3)cc2)c1 (stereo unspecified)	96	98	11	9	20	95	15	97	97	95	2.1
CCc1cc(/C(Cc2ccc3ccccc3n2)=N\O)c(O)cc1O	101	100	14	11	2	99	-39	98	102	99	0.6
S=C(c1c[nH]c2ccccc12)N1CCCC1	98	99	10	12	2	96	-1	97	98	96	0.1
CCn1c(C)c(C(C)=O)c(N2CCN(c3ccccn3)CC2)nc1=S	98	98	5	13	4	98	/	97	100	98	0.8
CCN(CC)C(=O)CSc1nc2ncc(Cl)cc2[nH]1	93	89	/	12	7	92	2	93	92	91	0.1
COC(=O)C1CSC(C(=O)OC)N1C(=O)CN1CCN(c2ccccc2)CC1 (stereo unspecified)	100	99	-15	10	-1	98	-16	105	99	98	0.7
O=C(Nc1ncc(Cc2cccc(Cl)c2)s1)c1ccc([N+](=O)[O-])cc1	102	105	10	6	12	102	22	102	100	101	0.2
O=C(c1nn2c(C(F)(F)F)cc(-c3cccs3)nc2c1Br)N1CCCc2ccccc21	99	100	-4	11	7	96	/	92	98	97	8.0
CS(=O)(=O)Nc1ccc(S(=O)(=O)N2CCCC2)cc1	97	103	-12	11	1	98	22	101	97	97	0.5
O=C(COC(=O)c1ncc(Cl)c(Cl)c1Cl)Nc1ccccc1OC(F)F	101	105	9	7	7	99	-4	104	100	100	3.3
COc1ccc(/C=N/Nc2nc(-c3cccc(S(=O)(=O)N4CCCC4)c3)cs2)c(OC)c1	96	97	14	9	-4	99	-22	93	96	99	-0.5
O=C(c1cn(CC(=O)N2CCCCC2)c2ccccc12)C1CC1	99	101	-11	20	3	99	/	96	99	100	0.8
Cc1ccc(N(C(C)C(=O)N2CCCCC2)S(C)(=O)=O)cc1C (stereo unspecified)	101	101	8	7	1	96	2	102	96	92	0.1
CCOc1ccc(/C=N/OCC(=O)NCc2ccc3c(c2)OCO3)cc1OC	98	98	18	5	8	98	-17	96	98	98	0.7

Arranged by heavy-atom count (highest first): part of the list above.
SMILES	HRas wt GTP bind	Rac1 wt modul	Mcl1-Noxa inh	Avidin fluor	ABCG2 block	Rab2A wt mod	Pf gamet viab	Rab7 wt GTP bind	Cdc42 wt GTP	Rac1 act GTP bind	ABCB1 inh
CCCc1nc2ccccc2c(C(=O)OCC(=O)Nc2cccc(S(=O)(=O)N3CCOCC3)c2)c1CC	100	103	-15	12	0	100	/	100	101	100	1.6
COc1cc(OC)cc(C(=O)NNC(=O)c2ccc(S(=O)(=O)N3CC(C)OC(C)C3)cc2)c1 (stereo unspecified)	96	98	11	9	20	95	15	97	97	95	2.1
COc1ccc(/C=N/Nc2nc(-c3cccc(S(=O)(=O)N4CCCC4)c3)cs2)c(OC)c1	96	97	14	9	-4	99	-22	93	96	99	-0.5
O=C(c1nn2c(C(F)(F)F)cc(-c3cccs3)nc2c1Br)N1CCCc2ccccc21	99	100	-4	11	7	96	/	92	98	97	8.0
COc1cc(CC(=O)OCC(=O)c2ccc3c(c2)OCCO3)cc(OC)c1OC	100	101	18	13	1	97	/	97	99	96	-0.1
CCOc1ccc(/C=N/OCC(=O)NCc2ccc3c(c2)OCO3)cc1OC	98	98	18	5	8	98	-17	96	98	98	0.7
Cc1ccc(C(=O)N/C(=C\c2cccs2)C(=O)NC2CCCCC2)cc1	102	103	-3	38	0	101	14	101	103	102	0.1
CCn1c(C)c(C(C)=O)c(N2CCN(c3ccccn3)CC2)nc1=S	98	98	5	13	4	98	/	97	100	98	0.8
CCc1cc(/C(Cc2ccc3ccccc3n2)=N\O)c(O)cc1O	101	100	14	11	2	99	-39	98	102	99	0.6
O=C(c1cn(CC(=O)N2CCCCC2)c2ccccc12)C1CC1	99	101	-11	20	3	99	/	96	99	100	0.8
COc1ccc(-c2csc(Nc3ccc(C)cn3)n2)cc1	93	95	17	11	1	95	15	99	96	96	-1.0
O=c1c2c(nc3cc(-c4ccc(Cl)cc4)[nH]n13)CCS2	93	93	39	11	10	91	-14	94	98	94	0.1
CCN(CC)C(=O)CSc1nc2ncc(Cl)cc2[nH]1	93	89	/	12	7	92	2	93	92	91	0.1
S=C(c1c[nH]c2ccccc12)N1CCCC1	98	99	10	12	2	96	-1	97	98	96	0.1

The list continues:
SMILES	HRas wt GTP bind	Rac1 wt modul	Mcl1-Noxa inh	Avidin fluor	ABCG2 block	Rab2A wt mod	Pf gamet viab	Rab7 wt GTP bind	Cdc42 wt GTP	Rac1 act GTP bind	ABCB1 inh
O=C(Nc1ccc(CN2CCOCC2)cc1)c1cccc(-c2cc3ccccc3oc2=O)c1	99	102	28	9	9	98	12	100	102	98	1.4
Cc1cc(C)nc(SCNC(=O)c2ccc(F)cc2)n1	106	108	-3	37	2	105	/	105	108	104	0.5
COc1nc(-c2ccncc2)nc2ccccc12	96	94	13	33	4	95	/	95	97	96	0.5
CCOc1cc(/C=C2\N=C(SCC)SC2=O)cc([N+](=O)[O-])c1OC(C)=O	99	100	25	12	-4	97	/	99	97	94	-1.0
COc1ccc2cc(C#N)c(SCC(=O)NNC(=O)Cc3ccccc3)nc2c1	101	100	-100	15	0	101	5	102	101	97	0.1
CCC(C)NC(=O)CCS(=O)(=O)c1ccc(Br)s1 (stereo unspecified)	97	99	-1	27	4	95	/	96	98	97	1.0
CCC1=NN2C(=N)/C(=C/c3c(C)nn(-c4ccccc4)c3Cl)C(=O)N=C2S1	97	96	13	4	2	94	/	97	96	95	0.1
Cc1cccc(C)c1NC(=O)C(Cl)=C(Cl)Cl	103	103	12	11	4	100	/	107	98	102	0.7
COC(=O)CNC(=O)c1c(-c2ccccc2Cl)noc1C	97	99	40	7	-1	95	1	97	98	98	-2.0
Cc1ccccc1N/C(SCc1cccc(Br)c1)=C(/C#N)C(N)=O	103	106	16	15	0	99	/	100	100	99	-0.1
O=[N+]([O-])c1ccccc1/C=N/Nc1nnc(-c2ccccc2)c(-c2ccccc2)n1	101	105	12	6	7	102	16	98	101	100	0.9
CCC1CCCCN1C(=O)CN1C(=O)CSC1=O (stereo unspecified)	101	100	-3	8	1	100	/	100	99	98	0.1
Cc1nc2cc(S(=O)(=O)N(C)C)ccc2n1-c1ccccc1	94	96	-6	6	0	93	-3	90	94	93	0.0
Cc1ccc(S(=O)(=O)/N=C(\Nc2cc(C)on2)c2ccc(Cl)cc2)cc1	97	101	23	4	8	92	-8	96	96	96	2.0
CN1CCN(CC(=O)C23CC4CC(CC(C4)C2)C3)CC1	100	100	18	15	3	101	1	101	99	97	0.8
C(=N\N=C\c1cccnc1)/c1cccnc1	102	109	-7	13	10	100	/	100	102	98	0.7
CCc1ccc(/C=N/NC(=O)c2cc(C)on2)s1	102	108	8	24	14	99	-26	101	103	102	-0.2
Cc1n[nH]c(=S)n(NC(=O)CC(=O)Nn2c(=S)[nH]nc(C)c2=O)c1=O	98	98	-45	9	-1	96	-18	101	101	93	-0.3
CC(C)Cn1c(SCc2nc3ccccc3c(=O)[nH]2)nc2ccccc2c1=O	95	101	-4	6	12	100	/	95	96	98	6.0
O=C(OCCCN=C1NS(=O)(=O)c2ccccc21)c1ccc([N+](=O)[O-])cc1	95	95	11	12	4	96	/	100	93	93	0.1
CS(=O)(=O)CCC(C(=O)OCC(=O)c1ccc(Cl)cc1)N1C(=O)c2ccccc2C1=O (stereo unspecified)	94	95	-2	9	15	94	4	93	96	96	1.0
O=C(NNC(=S)NC1CCCCC1)c1ccc(Cl)s1	94	97	21	8	0	95	5	96	92	93	-0.1
O=C1C2C(C(=O)N1/N=C/c1cc([N+](=O)[O-])c(O)cc1O)C1C=CC2C12CC2 (stereo unspecified)	92	94	43	11	4	92	/	99	90	87	0.2
CCCNC(=O)Cn1cnc2sc(C(=O)N3CCN(c4ccc(F)cc4)CC3)c(C)c2c1=O	103	109	8	28	12	104	3	101	108	103	0.5
CCn1c(SCC(N)=O)nnc1-c1cc2c(C)nn(-c3ccccc3)c2s1	95	94	35	14	8	93	/	97	96	93	1.8
CCCC(=O)n1nc(-c2ccc(OC)cc2)nc1N	100	105	1	24	0	99	/	100	104	99	0.0
CCc1nnc2n1N=C(c1ccc(OC)cc1)CS2	97	97	1	6	8	97	2	100	96	98	0.8
CCCOc1ccc(/C=c2\sc3nc(-c4ccco4)nn3c2=O)cc1OCC	102	104	12	4	-1	105	-3	103	104	100	-0.1
Cc1ccc(-n2c(O)c(C=Nc3cc(C)on3)c3ccccc3c2=O)c(C)c1	98	102	13	2	1	96	/	99	97	99	1.7
Cc1ccn(-c2cccc(-n3ccc(C)n3)n2)n1	103	104	3	3	0	99	11	102	100	97	0.0
